# RTF Ca sens inh: cardiac RTF calcium sensitivity inhibitors, primary screen, biochemical, IANBD-TnC fluorescence, EC70 calcium; Troponin I, cardiac muscle (Homo sapiens) + Troponin T, cardiac muscle (Homo sapiens) + …; IANBD-labeled cardiac RTF, Ca2+ fluorescence; inhibition, % at 7.15 µM; 0.12% of 340,000 active; AID 493244, 2011;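 active means inhibition above the mean inhibition of all tested compounds plus 3 SD, cut at about 17% in these data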;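 further: assay run at fixed EC70 calcium of 1.6 mM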
# dFosB activator: activators of delta FosB homodimer, primary screen, biochemical, fluorescence polarization, TAMRA-CDK5 oligo, single point; Protein FosB (Mus musculus), P13346; 0.99% of 340,000 active; activation, % at 25 µM; purified delta FosB; percent of positive-control signal above neutral wells; AID 493131, 2011;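 active means mean activation above about 17%, with every replicate also reaching it, limit read from the data, passing the limit was not always enough; inconclusive means only one of the two conditions met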;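 further: fluorescence polarization rise as delta FosB binds a TAMRA Cdk5 AP-1 oligo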
# CDK5 p35 inh: inhibitors of human CDK5/p35 kinase, primary screen, biochemical, single concentration; Cyclin-dependent kinase 5 (Homo sapiens) + Cyclin-dependent kinase 5 activator 1 (Homo …; Recombinant CDK5/p35, ADP-Glo luminescence, 60 min; inhibition, % at 10 µM; 0.01% of 330,000 active;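 active means highest replicate inhibition of at least 50% and at least 75% of replicates reaching 50%; inconclusive means only one of the two criteria met; inactive means both criteria failed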;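 further: plate controls were DMSO neutral control for no effect and GW8510 at 10 µM for full effect; many of its hits are not listed in these tables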
# SUMO Mot1 rescue: yeast Mot1-301 growth rescue at high temperature, primary screen, SUMOylation pathway inhibitor project, S. cerevisiae, ATP luminescence, 38.5C; S. cerevisiae Mot1-301 growth rescue; percent above DMSO median, 100 means doubled; growth rescue, % at 18.8 µM; 1% of 320,000 active; AID 2716, 2010;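 active means every valid replicate shows activation above 250% relative to neutral control wells; inactive means the rest, any valid replicate at or below 250%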;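 further: OY570 slx delta 5 strain wells were the positive control but not used for scaling; some compounds called inactive have numbers as strong as hits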
# PfHsp90 yeast 2: growth inhibition of PfHsp90-expressing yeast, primary screen, antimalarial PfHsp90 inhibitor project, S. cerevisiae, BacTiter-Glo luminescence, single point, set 2; BacTiter-Glo ATP, 48 h; yeast lacking PDR1 and PDR3 efflux regulators; inhibition, % at 9.4 µM; 0.32% of 310,000 active;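 active means every replicate shows inhibition above about 80%, whatever the replicate mean, limit read from the data; inconclusive means mean inhibition reaches the set limit but some replicate falls short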;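 further: 0% = DMSO neutral controls and 100% = 20 µM radicicol positive controls; yeast relying on Plasmodium falciparum Hsp90 in place of its own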
# Keap1 Nrf2 FP: Keap1-Nrf2 protein-protein interaction inhibitors, primary screen, biochemical, fluorescence polarization, single point. Keap1 Kelch-Nrf2 peptide fluorescence polarization, 1536-well. inhibition, % at 9.4 µM. 0.15% of 340,000 active; in the data active means inhibition above about 12%; inconclusive means no clear call, values can overlap the other calls; inactive means below about 7.3%;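 further: human Keap1 Kelch domain with fluorescein labeled Nrf2 9mer peptide probe; 0% = neutral control wells and 100% = peptide positive control; higher means more block of Keap1 binding to Nrf2 peptide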
# PvdQ acylase: P. aeruginosa PvdQ acylase inhibitors, primary screen, biochemical, fluorescence, plate reader and imaging, single point; purified PvdQ acylase; inhibition, % at 10 µM; 0.063% of 340,000 active; AID 488965, 2010; in the data active means inhibition above about 30%, passing the limit was not always enough; inconclusive means no clear call, values can overlap the other calls;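 further: 0% = vehicle neutral wells and 100% = reference inhibitor wells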
# C-LANA FP: inhibitors of KSHV C-LANA binding to DNA, primary screen, biochemical, fluorescence polarization, FAM-LBS DNA, MBP-C-LANA, single point; inhibition, % at 9 µM; 0.078% of 340,000 active; AID 504423, 2011;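 active means highest replicate inhibition at or above 60% at 9 µM, even if other replicates fall short; inactive means all replicates below 60% inhibition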;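 further: 0% = neutral control wells and 100% = 4 µM acridine orange control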
# Rtt109 HAT inh: inhibitors of C. albicans Rtt109/Vps75 HAT, primary screen, biochemical, ThioGlo CoA-SH fluorescence, plate reader; 0.16% of 330,000 active; inhibition, % at 34.9 µM; AID 540336, 2011; purified Rtt109/Vps75, 4 h; Histone acetyltransferase RTT109 (Candida albicans (strain SC5314 / ATCC MYA-2876)), …;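 active means inhibition of at least 50% in every replicate; inconclusive means best replicate reaches 50% inhibition but some replicates fall short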
# NSD2 HMT inh: NSD2 histone methyltransferase inhibitors, primary screen, biochemical, AlphaScreen, single concentration, set 2. NSD2 peptide methylation, 120 min. Histone-lysine N-methyltransferase NSD2 (Homo sapiens), O96028. inhibition, % at 12.5 µM. AID 743445, 2014. 0.54% of 310,000 active; in the data active means inhibition above about 50%
# Target sequence (O96028 whole entry, looked up): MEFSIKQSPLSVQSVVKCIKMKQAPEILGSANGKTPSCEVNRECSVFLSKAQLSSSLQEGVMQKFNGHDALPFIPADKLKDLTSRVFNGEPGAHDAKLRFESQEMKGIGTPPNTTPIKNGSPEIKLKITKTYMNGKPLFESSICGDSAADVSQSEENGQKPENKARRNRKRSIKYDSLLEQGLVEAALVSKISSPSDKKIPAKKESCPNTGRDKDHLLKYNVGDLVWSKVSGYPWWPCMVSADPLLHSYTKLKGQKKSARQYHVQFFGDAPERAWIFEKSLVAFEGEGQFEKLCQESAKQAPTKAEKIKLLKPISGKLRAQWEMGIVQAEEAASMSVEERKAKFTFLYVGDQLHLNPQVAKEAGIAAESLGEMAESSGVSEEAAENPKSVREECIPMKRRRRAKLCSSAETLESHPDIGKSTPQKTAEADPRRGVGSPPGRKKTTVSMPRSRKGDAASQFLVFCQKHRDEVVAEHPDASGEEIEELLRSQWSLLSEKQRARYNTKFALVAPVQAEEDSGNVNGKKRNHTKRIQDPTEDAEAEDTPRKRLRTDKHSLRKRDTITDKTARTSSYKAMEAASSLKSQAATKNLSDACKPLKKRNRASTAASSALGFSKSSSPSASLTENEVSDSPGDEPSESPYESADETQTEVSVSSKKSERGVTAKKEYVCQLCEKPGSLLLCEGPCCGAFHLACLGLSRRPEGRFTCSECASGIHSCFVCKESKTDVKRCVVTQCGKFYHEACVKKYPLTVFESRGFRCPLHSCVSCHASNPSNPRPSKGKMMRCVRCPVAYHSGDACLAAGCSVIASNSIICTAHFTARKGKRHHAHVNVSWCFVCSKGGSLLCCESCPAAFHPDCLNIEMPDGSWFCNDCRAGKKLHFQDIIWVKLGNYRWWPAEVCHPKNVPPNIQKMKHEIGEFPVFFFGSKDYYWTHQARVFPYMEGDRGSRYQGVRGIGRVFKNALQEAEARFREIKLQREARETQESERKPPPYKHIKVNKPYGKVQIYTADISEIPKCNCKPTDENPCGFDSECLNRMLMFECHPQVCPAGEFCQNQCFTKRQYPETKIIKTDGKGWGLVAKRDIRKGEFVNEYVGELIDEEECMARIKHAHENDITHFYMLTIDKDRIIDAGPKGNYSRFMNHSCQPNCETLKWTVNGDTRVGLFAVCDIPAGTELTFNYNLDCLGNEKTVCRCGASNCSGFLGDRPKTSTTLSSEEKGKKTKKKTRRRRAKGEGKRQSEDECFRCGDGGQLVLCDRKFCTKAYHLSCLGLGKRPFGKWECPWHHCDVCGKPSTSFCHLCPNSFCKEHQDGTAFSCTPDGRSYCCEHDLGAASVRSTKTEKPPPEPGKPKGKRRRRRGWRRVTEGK
# cardiac RTF act: cardiac RTF calcium sensitivity activators, primary screen, biochemical, IANBD-TnC fluorescence, EC20 calcium; IANBD-labeled TnC RTF fluorescence at EC20 calcium; 0% EC20 calcium, 100% full calcium; activation, % at 7.2 µM; 0.24% of 340,000 active;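 active means activation above the mean over all tested compounds plus 3 SD, cut at about 30% in these data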;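 further: rise in fluorescence read as greater calcium sensitivity of cardiac thin filaments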
# An asterisk follows results filed as active; u = inconclusive; x = not tested or not shown.
1	Cc1occc(=O)c1OC(=O)Nc1ccc(Cl)c(Cl)c1
2	COc1cccc(-c2ccc(C#N)c(SCC(=O)NCCc3ccccc3)n2)c1
3	Cc1ccc(-c2nc(-c3ccncc3)no2)cc1C
4	O=C(COc1ccc2ccccc2c1)NNC(=O)c1ccccc1
5	CCOC(=O)N1CCC(n2c(SCC(=O)NCc3ccco3)nc3ccsc3c2=O)CC1

assay / compound,1,2,3,4,5
PvdQ acylase,6,-9,4,-6,3
Rtt109 HAT inh,4,-4,0,-6,1
PfHsp90 yeast 2,19,-27,-17,-74,16
cardiac RTF act,-3,0,-1,4,2
RTF Ca sens inh,0,-3,0,4,-12
Keap1 Nrf2 FP,-4,-7,-1,-3,-4
NSD2 HMT inh,-1,-5,-4,0,x
dFosB activator,1,8,-7,-3,-12
CDK5 p35 inh,0.6,0.7,-0.6,1.4,0.4
SUMO Mot1 rescue,13,6,31,-6,4
C-LANA FP,-0.8,-0.3,-1.5,-1.1,0.3

6	COCCNC(=O)COC(=O)CSCc1nc2ccccc2s1
7	O=C(c1cc(-c2ccncc2)nc2ccccc12)N1CCN(c2ccccn2)CC1
8	CC(=O)c1ccc(N2CCN(C(=O)c3cc(S(=O)(=O)N4CCOCC4)ccc3C)CC2)cc1
9	CN(C(=O)c1ccc(Br)o1)C1CCCCC1
10	Nc1ccc2nc(CCCCc3nc4ccccc4[nH]3)[nH]c2c1

assay / compound,6,7,8,9,10
PvdQ acylase,7,10,-11,-4,-8
Rtt109 HAT inh,-10,3,1,-4,7
PfHsp90 yeast 2,x,x,7,5,-15
cardiac RTF act,-2,-6,-1,1,-2
RTF Ca sens inh,-2,3,-6,-13,-6
Keap1 Nrf2 FP,-1,0,-5,3,0
NSD2 HMT inh,-1,7,-1,x,1
dFosB activator,-2,-7,-3,3,-2
CDK5 p35 inh,-0.3,0.5,-4.2,1.7,-4.5
SUMO Mot1 rescue,-10,7,24,3,-1
C-LANA FP,0.1,-0.4,-1.4,-0.9,1.0

# Of the compounds above, these have a furan ring, fused or not:
5	CCOC(=O)N1CCC(n2c(SCC(=O)NCc3ccco3)nc3ccsc3c2=O)CC1
9	CN(C(=O)c1ccc(Br)o1)C1CCCCC1

assay / compound,5,9
PvdQ acylase,3,-4
Rtt109 HAT inh,1,-4
PfHsp90 yeast 2,16,5
cardiac RTF act,2,1
RTF Ca sens inh,-12,-13
Keap1 Nrf2 FP,-4,3
NSD2 HMT inh,x,x
dFosB activator,-12,3
CDK5 p35 inh,0.4,1.7
SUMO Mot1 rescue,4,3
C-LANA FP,0.3,-0.9

# Next section:
11	O=C1CCC2S/C(=C/Nc3ccc(C(F)(F)F)cc3)C(=O)N12 (centres undefined)
12	CCN(CC)CCCOc1nc(C)nc2c1oc1ccccc12
13	CCCCN1C(=O)NC(NC(C)=O)(C(F)(F)F)C1=O (centres undefined)
14	O=S(=O)(c1ccccc1)c1nc(-c2ccco2)oc1N1CCCCCC1
15	CN1CCc2c(sc(NC(=O)C3CCCN3S(=O)(=O)c3ccc(Cl)s3)c2C(N)=O)C1 (centres undefined)

assay / compound,11,12,13,14,15
PvdQ acylase,-14,-14,-13,-1,-12
Rtt109 HAT inh,46,24,6,-16,4
PfHsp90 yeast 2,3,-3,-11,-3,x
cardiac RTF act,0,-2,3,5,1
RTF Ca sens inh,-6,36*,-5,-5,1
Keap1 Nrf2 FP,-3,-1,-2,-12,-1
NSD2 HMT inh,2,65*,-3,x,14
dFosB activator,-4,-17,0,-11,-4
CDK5 p35 inh,-0.6,-0.7,-1.0,-1.1,-3.3
SUMO Mot1 rescue,-17,x,-7,-1,-4
C-LANA FP,-0.5,-1.8,2.0,0.0,1.0

16	O=C(NNC(=O)c1cccc2ccccc12)c1cccc(Cl)c1
17	CCOC(=O)c1c(NC(=O)CSc2nnc(-c3c[nH]c4ccccc34)n2CCOC)sc2c1CCCC2
18	CCOC(=O)NC(=O)CSc1nnc(SCCC(=O)O)s1
19	CCOc1ccc(-c2cc(N)n(S(=O)(=O)c3cccc4nsnc34)n2)cc1
20	Cc1ccc(NC(=O)COC(=O)Cn2cnc3c2c(=O)n(C)c(=O)n3C)c(Cl)c1

assay / compound,16,17,18,19,20
PvdQ acylase,-5,-7,-11,-4,2
Rtt109 HAT inh,-4,-1,3,-5,-2
PfHsp90 yeast 2,-2,-13,2,-17,-13
cardiac RTF act,3,-1,6,4,-5
RTF Ca sens inh,-6,-2,-3,-5,-5
Keap1 Nrf2 FP,-1,2,-4,0,1
NSD2 HMT inh,-2,x,1,0,-5
dFosB activator,10,-14,1,-9,-5
CDK5 p35 inh,-1.5,-1.3,-2.2,0.4,-0.3
SUMO Mot1 rescue,x,1,-11,-3,0
C-LANA FP,-1.3,-0.3,-0.1,0.1,0.9

21	Cc1cc(C)c(S(=O)(=O)N2CCN(C(=O)CN3C(=O)NC4(CCCC4)C3=O)CC2)c(C)c1
22	CN(C(=O)COC(=O)C1c2ccccc2Oc2ccccc21)C1CCS(=O)(=O)C1 (centres undefined)
23	Nc1nc(Cl)cc(NCCc2ccc(O)cc2)n1
24	CC12CCC(C(=O)N(c3nccs3)C1=O)C2(C)C (centres undefined)

assay / compound,21,22,23,24
PvdQ acylase,8,-9,4,-10
Rtt109 HAT inh,-1,-7,u,6
PfHsp90 yeast 2,20,15,12,12
cardiac RTF act,1,0,-5,1
RTF Ca sens inh,-4,-14,0,1
Keap1 Nrf2 FP,-3,4,-3,1
NSD2 HMT inh,-5,-2,1,x
dFosB activator,-7,-6,-8,1
CDK5 p35 inh,-0.5,-0.9,-2.0,-1.2
SUMO Mot1 rescue,1,-13,-7,x
C-LANA FP,-0.5,0.1,0.4,0.0

# Filtered by structure: the compounds so far containing a halogen
1	Cc1occc(=O)c1OC(=O)Nc1ccc(Cl)c(Cl)c1
9	CN(C(=O)c1ccc(Br)o1)C1CCCCC1
11	O=C1CCC2S/C(=C/Nc3ccc(C(F)(F)F)cc3)C(=O)N12 (centres undefined)
13	CCCCN1C(=O)NC(NC(C)=O)(C(F)(F)F)C1=O (centres undefined)
15	CN1CCc2c(sc(NC(=O)C3CCCN3S(=O)(=O)c3ccc(Cl)s3)c2C(N)=O)C1 (centres undefined)
16	O=C(NNC(=O)c1cccc2ccccc12)c1cccc(Cl)c1
20	Cc1ccc(NC(=O)COC(=O)Cn2cnc3c2c(=O)n(C)c(=O)n3C)c(Cl)c1

assay / compound,1,9,11,13,15,16,20
PvdQ acylase,6,-4,-14,-13,-12,-5,2
Rtt109 HAT inh,4,-4,46,6,4,-4,-2
PfHsp90 yeast 2,19,5,3,-11,x,-2,-13
cardiac RTF act,-3,1,0,3,1,3,-5
RTF Ca sens inh,0,-13,-6,-5,1,-6,-5
Keap1 Nrf2 FP,-4,3,-3,-2,-1,-1,1
NSD2 HMT inh,-1,x,2,-3,14,-2,-5
dFosB activator,1,3,-4,0,-4,10,-5
CDK5 p35 inh,0.6,1.7,-0.6,-1.0,-3.3,-1.5,-0.3
SUMO Mot1 rescue,13,3,-17,-7,-4,x,0
C-LANA FP,-0.8,-0.9,-0.5,2.0,1.0,-1.3,0.9

23	Nc1nc(Cl)cc(NCCc2ccc(O)cc2)n1

assay / compound,23
PvdQ acylase,4
Rtt109 HAT inh,u
PfHsp90 yeast 2,12
cardiac RTF act,-5
RTF Ca sens inh,0
Keap1 Nrf2 FP,-3
NSD2 HMT inh,1
dFosB activator,-8
CDK5 p35 inh,-2.0
SUMO Mot1 rescue,-7
C-LANA FP,0.4
